Screens (PubChem)
TDP1 inh – qHTS Assay for Inhibitors of Tyrosyl-DNA Phosphodiesterase (TDP1); Tyrosyl-DNA phosphodiesterase 1 (Homo sapiens), Q9NUW8; AID 485290, 2010; recombinant TDP1, AlphaScreen DNA substrate cleavage; Potency, µM (titrated, usually from 130 µM), inactives show at the top dose activity change, negative = inhibition, actives largely listed as inhibitors; 0.28% of 350,000 active; further: nearly all actives have a fitted effect of over 40% in size
Target sequence (Q9NUW8 whole entry, looked up): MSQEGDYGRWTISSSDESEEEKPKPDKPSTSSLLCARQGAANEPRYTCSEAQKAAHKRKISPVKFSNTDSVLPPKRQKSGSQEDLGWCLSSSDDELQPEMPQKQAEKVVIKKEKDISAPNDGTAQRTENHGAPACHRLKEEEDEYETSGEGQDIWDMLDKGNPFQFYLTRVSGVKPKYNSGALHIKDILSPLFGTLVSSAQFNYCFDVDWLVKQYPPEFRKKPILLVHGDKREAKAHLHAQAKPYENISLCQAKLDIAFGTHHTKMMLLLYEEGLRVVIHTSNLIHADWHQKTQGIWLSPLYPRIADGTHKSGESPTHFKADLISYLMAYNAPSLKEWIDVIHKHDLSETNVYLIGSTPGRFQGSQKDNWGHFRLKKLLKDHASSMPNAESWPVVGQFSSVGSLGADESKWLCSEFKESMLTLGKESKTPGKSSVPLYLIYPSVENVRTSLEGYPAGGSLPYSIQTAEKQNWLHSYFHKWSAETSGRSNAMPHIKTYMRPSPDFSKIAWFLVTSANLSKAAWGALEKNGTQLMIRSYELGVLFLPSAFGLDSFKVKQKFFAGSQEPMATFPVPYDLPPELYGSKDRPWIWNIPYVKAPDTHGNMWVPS
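Signal: AlphaScreen proximity between streptavidin donor and anti-FITC acceptor beads on intact substrate. Reaction: Tdp1 1 nM, substrate 15 nM final, 5 min RT after 15 min compound preincubation.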
N370S GC mod – qHTS Assay for Inhibitors and Activators of N370S glucocerebrosidase as a Potential Chaperone Treatment of Gaucher Disease; Lysosomal acid glucosylceramidase (Homo sapiens), P04062; 0.092% of 330,000 active; AID 2101, 2009; N370S GC spleen homogenate, 4MU-glucoside fluorescence; Potency, µM (highest dose often 59.4 µM), for the others: top-dose activity change, negative = inhibition, most hits filed as inhibitors;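 further: 0% = full enzyme activity and -100% = no enzyme basal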
DT40 TDP1 no CPT – qHTS for Inhibitors of human tyrosyl-DNA phosphodiesterase 1 (TDP1): qHTS in cells in absence of CPT; DT40 Tdp1-/- hTDP1 cells, no CPT, ATP luminescence, 48 h; Potency, µM (doses to about 46.2 µM), for the others: top-dose activity change, negative = growth inhibition, hits mostly inhibitors; 15% of 420,000 active; further: nearly all actives have a fitted effect of over 55% in size
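Luminescent ATP content (CellTiter-Glo) served as the growth readout. Knockout chicken DT40 cells expressing human TDP1 were exposed to compounds without camptothecin for a minimum 48 hr at 37 °C.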
* marks the source's active call; other numbers are inactive results; ? = inconclusive; · = no result given; & = joins results of further samples; [ ] = remark or other dose. The call rests on the fitted dose curve; in most records, active means well fitted curve in the direction sought with a large enough effect; inconclusive means small, poorly fitted or top-dose-only effect, or another doubt; inactive means no such curve, though single readings can be large; an effect the other way counts as inactive or inconclusive. Unless noted, on the % scale 0 is the no-effect control and ±100 the full control effect; potency means the concentration at half of the fitted maximal effect. Some of the compounds tested, so the mix of outcomes need not match the whole.

SMILES | TDP1 inh | N370S GC mod | DT40 TDP1 no CPT
CC(C)OCCCNC(=S)Nc1ccc2nc3n(c(=O)c2c1)CCCCC3 | -3% | -12% | -9%
CN(C)C(CNc1ccc(S(C)(=O)=O)cc1[N+](=O)[O-])Cc1ccccc1 (stereo not given) | 16% | -9% | -23%
N#C/C(=C\c1ccc2c(c1)OCO2)C(N)=S | -4% | 3% | 3%
C=CCn1c(COc2ccc(F)cc2)nnc1SCC(=O)NC1CCS(=O)(=O)C1 (stereo not given) | · | -4% | -12%
O=C(CCc1ccccc1Cl)N1CCN(S(=O)(=O)c2ccccc2)CC1 | 0% | · | -27%
Cc1cc(CN(C)C(=O)c2cc(COc3ccc(C)c(C)c3)on2)n[nH]1 | 5% | -3% | ?
Cc1ccc(CNC(=O)CN2CCN(Cc3ccc(C)cc3)C2=O)cc1 | 5% | -3% | -22%
Cc1ccc(C2=NN(CC(=O)NCCc3ccccc3)C(=O)CC2)cc1 | 8% | · | -23%
Nc1nnc(-c2ccccc2F)s1 | -4% | -5% | 27%
O=C(NCc1cccnc1)Nc1ccc(Cl)c(Cl)c1 | · | -8% | ?
Cc1ccc(-c2cc(N)n(-c3ccc(F)cc3)n2)cc1 | 5% | -3% | -10%
CN1C(=O)[C@H]2[C@@H](/C=C/c3ccccc3)N3C(=O)CN(Cc4ccc(-c5ccccc5)cc4)C(=O)[C@@]3(Cc3ccccc3)[C@H]2C1=O | · | -5% | ?
Cc1ccc(NC(=O)CSc2nnc(-c3ccncc3)o2)cc1 | -9% | 5% | 16%
CCN(c1ccccc1)S(=O)(=O)c1ccc2c(c1)N(C(C)=O)CCS2 | -5% | -4% | 4%
CCN1C(=O)[C@H]2[C@@H](c3ccc(-c4cccc(Cl)c4)cc3)N[C@@](C)(C(=O)OC)[C@H]2C1=O | -4% | -15% | 13µM*
COc1cccc2c(=O)c(SC(F)(F)C(F)C(F)(F)F)c(C)[nH]c12 (stereo not given) | 2% | 14% | 18µM*
O=C1C2C3C=CC(C3)C2C(=O)N1/N=C/c1cn(Cc2ccccc2)c2ccccc12 (stereo not given) | 6% | 26% | ?
COc1ccc(C2c3c(oc4ccccc4c3=O)C(=O)N2c2nc(C)c(C)s2)cc1 (stereo not given) | 2% | · | 3%
COc1ccc(-c2nnn(CC(=O)N3CCN(c4ccccc4OC)CC3)n2)cc1 | -2% | -1% | ?
O=C(NCc1ccccc1)c1ccc(N2C(=O)C3CCCCC3C2=O)cc1 (stereo not given) | -5% | 1% | 4%
C=CC[N@@+]12CC[C@]34c5ccccc5N5/C=C6\C7N(/C=C(\C53)[C@@H](C[C@@H]41)/C(=C/CO)C2)c1ccccc1[C@@]71CC[N@@+]2(CC=C)C/C(=C\CO)[C@@H]6C[C@@H]12 (stereo not given in full) | · | -3% | 11%
COc1ccc(/C=N/NC(=O)c2ccccc2F)cc1CN1CCN(c2ccc(F)cc2)CC1 | -5% | 6% | ?
COc1ccc(S(=O)(=O)Nc2ccc(-c3cn4c(C)csc4n3)cc2)cc1 | 8% | · | -25%
C1CCC(NC(=NC2C3CC4CC(C3)CC2C4)N2CCOCC2)CC1 (stereo not given) | 6%&6% | -6%&-10% | 23µM*
O=C(Cc1ccccc1)Nc1ccc2oc(=O)ccc2c1 | 5% | -8% | -6%

Quoted from above, 3 compounds:
SMILES | TDP1 inh | N370S GC mod | DT40 TDP1 no CPT
COc1ccc(S(=O)(=O)Nc2ccc(-c3cn4c(C)csc4n3)cc2)cc1 | 8% | · | -25%
C1CCC(NC(=NC2C3CC4CC(C3)CC2C4)N2CCOCC2)CC1 (stereo not given) | 6%&6% | -6%&-10% | 23µM*
O=C(Cc1ccccc1)Nc1ccc2oc(=O)ccc2c1 | 5% | -8% | -6%

Continued:
SMILES | TDP1 inh | N370S GC mod | DT40 TDP1 no CPT
COC(=O)c1ccc(N2CCN(C)CC2)c(NC(=O)COc2ccccc2Cl)c1 | · | 0% | 23µM*
COCc1[nH]nc2c1C(c1ccc(F)cc1F)C(C#N)=C(N)O2 (stereo not given) | -2% | -4% | -22%
COc1ccc(OC)c(NC(=O)C(C)N2c3cccc4cccc(c34)S2(=O)=O)c1 (stereo not given) | · | 20% | -17%
Cc1cccc(NC(=S)N(CCN2CCOCC2)Cc2ccccc2F)c1 | 4% | -17% | ?
COC(=O)CCCC1=CC2=CC(=O)C(C)(OC(=O)c3ccc(Cl)nc3)C(=O)C2=CO1 (stereo not given) | -3% | -1% | ·
COc1ccc(-n2c(=O)c(-c3cc(F)cc(F)c3)nc3cnc(N4CCOCC4)nc32)cc1 | · | 4% | -23%
O=C(Oc1ccc(/C=N/O)cc1)c1ccccc1Cl | -3% | 2% | -30%
Nc1nonc1-c1nc2ccccc2n1CC(=O)Nc1ccccc1 | · | -15% | ?
Cc1nnsc1-c1c(C(=O)N2CCOCC2)c(C)nn1-c1ccccc1 | 1% | 1% | -1%
O=C(CSc1nc(-c2ccco2)cc(C(F)(F)F)n1)NCCN1CCOCC1 | 2% | -7% | ?
CCc1nnc(NC(=O)CCC(=O)N2CCN(CCc3ccccc3)CC2)s1 | 3% | 2% | 1%
N#CCCNC(=O)CCN1CCOCC1 | 6% | -3% | -3%
Cc1cc(=O)[nH]c2nnc(-c3ccc(Cl)cc3)n12 | · | -1% | ?
Cc1ccc(-n2c(-c3ccc(Br)cc3)c[n+]3c2CCc2ccc4cccnc4c2-3)cc1 | 6% | -6% | 0.29µM*
CCCCCNS(=O)(=O)c1ccc(N2CCCCS2(=O)=O)cc1 | -1% | · | 18µM*
Cc1ccc(-c2csc(-c3ccncc3)n2)cc1 | 8% | 6% | 7%
CCOC(=O)C(NC(=O)CC)(Nc1ccccc1OC)C(F)(F)F (stereo not given) | 6% | -4% | 11%
O=C(C[C@H]1C/C=C\CC[C@H](Cc2ccc(F)cc2)C(=O)O[C@@H](c2ccccc2)CNC1=O)N[C@H](CO)Cc1ccccc1 | -3% | · | ?
COC(=O)c1cccc(COC(=O)c2cc3ccccc3oc2=O)c1 | · | 3% | 15%
COc1ccc(-c2csc(NC(=O)c3ccccc3OC)c2C(=O)O)cc1OC | · | -7% | 19%
O=c1[nH]c(C2CCCN(S(=O)(=O)c3ccccc3)C2)nc2c1nnn2Cc1ccc2c(c1)OCCO2 (stereo not given) | 6% | 3% | ?
CCOC(=O)c1c(/N=C/N(C)C)sc(/C=N/Nc2ccccc2)c1-c1ccc(Cl)cc1 | 8% | 1% | ?
CCOC(=O)N1CCN(S(=O)(=O)N2CCCC(C(=O)NCCc3ccc(C)cc3)C2)CC1 (stereo not given) | 0% | -11% | -6%
CCn1c(C)[n+](CC)c2ccc(S(=O)(=O)N(C)C)cc21 | 5% | 1% | 4%
NCCCCCC(=O)N/N=C/c1coc2ccccc2c1=O | 4% | -7% | -13%

Random excerpt: three records from the list.
SMILES | TDP1 inh | N370S GC mod | DT40 TDP1 no CPT
Cc1cccc(NC(=S)N(CCN2CCOCC2)Cc2ccccc2F)c1 | 4% | -17% | ?
Cc1ccc(-n2c(-c3ccc(Br)cc3)c[n+]3c2CCc2ccc4cccnc4c2-3)cc1 | 6% | -6% | 0.29µM*
NCCCCCC(=O)N/N=C/c1coc2ccccc2c1=O | 4% | -7% | -13%

Following part.
SMILES | TDP1 inh | N370S GC mod | DT40 TDP1 no CPT
O=C(CCc1ccccc1)NNC(=S)NC(=O)c1ccccc1 | 9% | 7% | 15µM*
CCN(CC)CCN(C(=O)c1ccccc1OC)c1nc2ccc(F)cc2s1 | 1% | 4% | ?
O=C(COC(=O)Cc1cccc(F)c1)NC(=O)NC1CCCCC1 | -9% | 0% | -8%
COc1ccc(S(=O)(=O)N2CCN(CC(=O)Nc3ccc(Cl)c(C(F)(F)F)c3)CC2)cc1 | -5% | · | 8.2µM*
COc1ccc(/C=N/NC(N)=S)cc1 | -1% | -8% | ?
O=C(c1ccc(Cl)c(S(=O)(=O)N2CCOCC2)c1)N1CCc2ccccc2C1 | 2% | · | ?
O=C(CN1CCOCC1)Nc1ccc(Oc2ccccc2)cc1 | -2% | 6% | -18%
O=C(Cc1sc(Nc2ccccc2)nc1-c1ccccc1)NCc1ccccn1 | 8% | -5% | ?
CN(C)S(=O)(=O)c1cccc(NC(=O)COC(=O)c2cc(=O)[nH]c(=O)[nH]2)c1 | -5% | 7% | -3%
O=C(CSc1nc2ccccc2s1)N/N=C/c1cc([N+](=O)[O-])ccc1O | 8% | 5% | ?
CCOc1ccc(C(=O)CCC(=O)NCC(=O)OCc2ccccc2)cc1OCC | 2% | -7% | -28%
O=C1c2ccccc2C(=O)N1CCCCCCc1ccccc1 | 35µM* | · | -1%
Cc1cccc(-c2nsc(SCC(=O)NCc3ccc4c(c3)OCO4)n2)c1 | 3% | 5% | -11%
Cn1c(N)c(C(=O)COC(=O)c2cc(C(F)(F)F)nc3ccccc23)c(=O)n(Cc2ccccc2)c1=O | 12%&3% | -22%&16% | ?
CCCC(=O)Nc1nc2n(n1)C(c1ccccc1)CC(=O)N2 (stereo not given) | 2% | 6% | 2%
COC(=O)c1ccc(CN2CCN(Cc3ccc(C(=O)OC)o3)CC2)o1 | 0% | 5% | -11%
CC1c2ccccc2SC(CCCN(C)C)c2ccccc21 (stereo not given) | 4% | -7% | ?
Cc1ccc(SCC(=O)OCC(=O)NC2(C#N)CCCCC2)cc1 | -1% | -20% | 11%
CCC1(CC)NC(=O)N(CC(=O)OCC(=O)Nc2ccccc2OC(F)F)C1=O | 1% | · | 17%
Cc1ccc(C(C)C)c(OCCNCCc2ccccc2)c1 | · | ? | 23µM*
CCOC(=O)CSc1nc(-c2ccccc2)cc(C(F)(F)F)n1 | -8% | 5% | ?
CC(c1ccon1)N(C)C(=O)CCc1nnc(CCCCc2ccccc2)o1 (stereo not given) | 0% | -1% | -11%
COc1cc2c(cc1NC(=O)Nc1ccc(F)cc1)oc1ccccc12 | 0% | 6% | ?
Cc1nn(-c2nc3ccccc3[nH]2)c(N)c1-c1ccc(Cl)cc1 | 10% | -2% | 16µM*
CCOC(=O)N1CCN(c2cc(C)nc3nc(C)nn23)CC1 | -3% | -2% | 5%
Other records.
SMILES | TDP1 inh | N370S GC mod | DT40 TDP1 no CPT
CC(C)(C)NC(=O)CSc1nc(-c2ccc(F)cc2)cs1 | 0% | 5% | 4%
CC(C)c1ccc(OCC(=O)N(c2ccccn2)C2CCCCC2)cc1 | 6% | 8% | 15µM*
COC(=O)CN=Cc1c(O)n(-c2ccc(Cl)cn2)c(=O)c2ccccc12 | 1% | -22% | 2%
O=C(NC1CCCC1)C(c1ccccn1)N(C(=O)c1csnn1)c1ccccc1F (stereo not given) | 7% | 1% | -23%
CN(C)c1nc(N)nc(/C(C#N)=C/C2CC3C=CC2C3)n1 (stereo not given) | -8% | 7% | -13%
Clc1ccc(-c2cn3cccnc3n2)cc1Cl | 2% | -11% | -9%
Cc1cc(NC(=O)c2cccc(N3C(=O)CCC3=O)c2)no1 | 5% | 7% | -18%
COc1ccc(C2CC(=O)N(Cc3ccccc3C)c3c2c(C)nn3-c2nc(C)cc(C)n2)c(OC)c1 (stereo not given) | 2% | · | ?
CN(C)CCCNC1=CC(=O)OC12CCCCC2 | -2%[56.1 µM] | 1% | -23%
COc1ccc(C(=O)c2ccc(OC)c(N)c2)cc1N | 4% | 4% | 3%
CC(=C/c1ccccc1)/C=N/Nc1nc(N2CCCCC2)nc(N2CCCCC2)n1 | 0% | 1% | ?
COc1ccc(C(=O)Nc2cc(OC)nc(OC)n2)cc1 | 1% | 0% | ?
Cn1c(CSc2nc3ccccc3s2)nnc1SCC(=O)NCc1ccccn1 | 4% | 14% | -7%
O=C(CSCc1ccc(F)cc1)N1CCc2c([nH]c3ccccc23)C1c1ccc(Cl)cc1 (stereo not given) | 5% | · | ?
COc1ccc(-n2nnc(-c3nc(-c4cccs4)no3)c2N)cc1 | -3% | · | 3%
O=C1CCCc2c1cc(C(=O)O)c(=O)n2-c1ccccc1 | -5% | -1% | -3%
CCOC(=O)N1CCN(S(=O)(=O)N2CCCC(C(=O)NCCCN3CCCCC3)C2)CC1 (stereo not given) | 2% | 1% | 28%

Record cards (already shown):
`CN(C)CCCNC1=CC(=O)OC12CCCCC2` as listed: TDP1 inh: -2%[56.1 µM]; N370S GC mod: 1%; DT40 TDP1 no CPT: -23%
`O=C1CCCc2c1cc(C(=O)O)c(=O)n2-c1ccccc1` as listed: TDP1 inh: -5%; N370S GC mod: -1%; DT40 TDP1 no CPT: -3%

Copied from the list.
CN(C)c1nc(N)nc(/C(C#N)=C/C2CC3C=CC2C3)n1 (stereo not given) in TDP1 inh is entered as -8%
CCOC(=O)N1CCN(S(=O)(=O)N2CCCC(C(=O)NCCCN3CCCCC3)C2)CC1 (stereo not given) in N370S GC mod is entered as 1%
